S1P2 agonist: activates the human S1P2 receptor; AID 729; S1P2-expressing cell line, agonist reporter read-out; 97,000 compounds, 0.46% hits; O95136; activation, % at 4.5 µM; in the data active means activation above about 16%;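 further: 0% = vehicle low control and 100% = maximal reference agonist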
FAK inh: FAK (human) kinase inhibition; Q05397; biochemical FAK kinase activity assay; inhibition, %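 (tested at 7 µM)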; 97,000 compounds, 0.84% hits; AID 727; in the data active means inhibition above about 19%;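 further: 0% = DMSO and 100% = reference compound high control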
PLAP activator: activates human placental alkaline phosphatase. AID 696. P05187. 96,000 compounds, 1.2% hits. activation fold at 20 µM. purified PLAP enzyme, luminescent substrate read-out; active compounds read high; in the data active means activation fold above about 2
EphB4 ephrin blk: blocks human EphB4 binding to ephrin-B2 | inhibition, % at 7 µM | P54760 | EphB4 LBD / TNYL-RAW-Alexa532 peptide, fluorescence polarization | AID 720 | 97,000 compounds, 0.15% hits;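 active means inhibition above the screen-wide mean inhibition plus 3 SD, cut at about 15% in these data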;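 further: 0% = DMSO wells and 100% = excess unlabeled TNYL-RAW peptide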
Target sequence (P54760 whole entry, looked up, the tested form may be a part): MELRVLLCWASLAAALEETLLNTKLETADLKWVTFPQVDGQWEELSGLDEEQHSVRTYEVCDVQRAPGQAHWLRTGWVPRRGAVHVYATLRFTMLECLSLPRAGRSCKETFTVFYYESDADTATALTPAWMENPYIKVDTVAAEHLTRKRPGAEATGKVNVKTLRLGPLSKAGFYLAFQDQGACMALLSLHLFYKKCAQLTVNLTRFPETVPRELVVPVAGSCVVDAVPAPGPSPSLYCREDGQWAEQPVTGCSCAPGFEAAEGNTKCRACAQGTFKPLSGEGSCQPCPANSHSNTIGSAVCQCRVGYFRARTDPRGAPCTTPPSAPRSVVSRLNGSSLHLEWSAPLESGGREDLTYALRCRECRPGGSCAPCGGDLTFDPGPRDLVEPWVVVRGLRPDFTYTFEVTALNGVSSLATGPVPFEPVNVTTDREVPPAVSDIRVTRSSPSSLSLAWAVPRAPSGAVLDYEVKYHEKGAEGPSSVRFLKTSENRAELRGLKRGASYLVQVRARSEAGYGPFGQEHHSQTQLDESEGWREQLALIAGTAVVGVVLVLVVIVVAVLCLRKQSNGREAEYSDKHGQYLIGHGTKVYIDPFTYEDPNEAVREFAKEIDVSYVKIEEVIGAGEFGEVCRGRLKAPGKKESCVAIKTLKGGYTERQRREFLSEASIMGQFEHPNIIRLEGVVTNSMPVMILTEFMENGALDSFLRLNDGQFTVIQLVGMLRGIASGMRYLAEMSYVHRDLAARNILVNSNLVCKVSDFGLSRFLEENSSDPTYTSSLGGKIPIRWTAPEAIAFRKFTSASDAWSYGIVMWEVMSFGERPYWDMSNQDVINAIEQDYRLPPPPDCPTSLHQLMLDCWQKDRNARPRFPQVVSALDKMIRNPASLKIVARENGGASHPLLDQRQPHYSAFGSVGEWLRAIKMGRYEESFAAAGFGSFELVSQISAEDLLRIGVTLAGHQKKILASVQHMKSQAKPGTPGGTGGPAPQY
PLK1 inh: inhibitors of human PLK1 kinase; P53350; recombinant PLK1 kinase, TR-FRET peptide phosphorylation; inhibition, % at 10 µM; 97,000 compounds, 0.53% hits; AID 619;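 active means inhibition of 50% or more in the single-concentration screen; inactive means inhibition below 50%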;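 further: 0% = DMSO max control and 100% = H-89 dihydrochloride min control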
MT1-MMP txn act: activates MT1-MMP transcription | 86,000 compounds, 0.16% hits | AID 750 | activation factor at 10 µM | HT1080 MT1-MMP promoter luciferase reporter, luminescence, overnight; active compounds read high;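 active means activation factor of at least 2 for MT1-MMP transcription at 10 µM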
Rev-RRE block: inhibitors of HIV-1 Rev-RRE RNA interaction. Rev peptide-RRE RNA binding, FRET. 97,000 compounds, 0.79% hits. inhibition, % at 8 µM;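 active means inhibition above the screen-wide mean plus 3 SD, cut at about 35% in these data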;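 further: 0% = median DMSO wells and 100% = median Neomycin B control wells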
Target sequence (P05866 whole entry, looked up): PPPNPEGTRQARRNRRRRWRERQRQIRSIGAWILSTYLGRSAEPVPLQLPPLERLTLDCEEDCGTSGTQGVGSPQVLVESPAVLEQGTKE
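Assay system: Rev peptide and RRE RNA, both fluorescently labelled; times: 5 min preincubation and 15 min binding, 25 °C; detection: FRET, ex 480 nm, em 540 and 671 nm; read-out basis: % inhibition from 671/540 nm acceptor-to-donor ratio, scaled between controls; benchmarks: DMSO low control, neomycin B high control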
S1P2 blocker: antagonists of human S1P2 receptor; 97,000 compounds, 0.21% hits; inhibition, % at 5 µM; cell-based S1P2 antagonist assay, inhibition at 5 uM; in the data active means inhibition above about 45%;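 further: CRE beta-lactamase reporter cells expressing human S1P2 stimulated with S1P; 0% = agonist at EC80 alone and 100% = agonist plus reference antagonist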
Plk1 PBD FP: inhibitors of human Plk1 polo box domain binding. P53350. Plk1 PBD phosphopeptide binding, fluorescence polarization. inhibition, %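 (tested at about 20 µM)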. 97,000 compounds, 0.13% hits. AID 693; in the data active means inhibition above about 34%, passing the limit was not always enough
* hit, by the source's call; nt = not tested or not shown.

SMILES	S1P2 agonist	FAK inh	PLAP activator	EphB4 ephrin blk	PLK1 inh	MT1-MMP txn act	Rev-RRE block	S1P2 blocker	Plk1 PBD FP
COc1cccc(CN2CCN(Cc3cc(OC)c(OC)cc3[N+](=O)[O-])CC2)c1	-5	-2	1.4	0	-5	nt	4	13	-29
CCOC(=O)c1c(C)c(-c2ccccc2)n(CC(=O)N2CCCC2)c1C	-2	-1	1.5	-1	2	1.2	-1	21	1
COc1ccc(CC(NC(C)=O)C(=O)NC2CCN(C(=O)Nc3ccc(Cl)cc3)CC2)cc1OC (stereo unspecified)	-7	6	1.2	4	-12	1	0	12	-10
CCCn1cc(NC(=O)c2cc3n(n2)C(C(F)(F)F)CC(c2ccccc2)N3)cn1 (stereo unspecified)	-1	1	0.8	7	-3	1.2	4	10	-10
Cc1cccc(N/C=C/C(=C(C#N)C#N)N(C)C)c1	-7	2	0.8	-1	-9	nt	2	1	-10
Cc1sc2ccccc2[n+]1CCC(C)S(=O)(=O)[O-] (stereo unspecified)	-5	1	0.9	-1	-14	nt	6	19	-27
Cc1cc(C)nc(Nc2n[nH]c(COc3ccc(Cl)cc3)n2)n1	-4	4	1.3	-3	-11	1	0	-3	20
CCc1ccc(NCCC(=O)c2ccc(Br)cc2)cc1	0	-3	0.9	-8	-8	nt	2	-7	-27
COc1ccc(C(=O)c2c(C(F)(F)F)oc3c2C(=O)c2ccccc2C3=O)cc1OC	-4	15	1.7	3	-13	0.8	19	18	-19
O=C(Nc1cc(C(=O)N2CCCC2)ccc1N1CCCC1)c1ccccc1F	-5	0	1.1	-1	-13	1.2	2	-12	16
CCOC(=O)c1c(NC(=O)c2ccco2)n(C2CCCCC2)c2nc3ccccc3nc12	0	0	1.5	-3	-8	1.2	30	1	9
Clc1cccc2sc(N3CCCCC3)nc12	-9	0	1.1	-6	5	1	5	-3	-3
COc1ccccc1/C=C/C(=O)c1c2c(c(C)[nH]c1=O)CCCC2	-7	-10	1.1	-2	-3	nt	8	23	-14
O=C(c1ccc2c(c1)N(Cc1ccc(F)cc1)C(=O)CS2)N1CCOCC1	-8	1	1.1	5	-4	1.2	5	24	-14
CCOC(=O)C1=C(C)NC(SCC(=O)Nc2nc(C)cs2)=C(C#N)C1c1cccs1 (stereo unspecified)	20*	0	1.5	1	-1	1.1	8	-21	1
COc1ccc(S(=O)(=O)Nc2nc3ccccc3s2)cc1OC	-3	-1	1	4	0	1.4	5	7	5
Cc1noc(C)c1COc1ccc(C(=O)OCC(=O)N2c3ccccc3NC(=O)C2(C)C)cc1	-6	3	1.8	7	2	1.3	3	8	-32
COC(=O)CC1COc2ccccc2N1C(=O)c1ccc(Cl)cc1 (stereo unspecified)	-1	0	0.9	-6	-5	nt	6	-8	-18
CN(C)C=Nc1ncc2c([nH]c3ccccc32)c1C#N	0	5	1.1	-1	1	1.2	1	-8	0
O=C1C2C(C(=O)N1CCc1ccccc1)C1C=CC2C12CC2 (stereo unspecified)	-3	0	0.8	5	-12	1.1	3	-1	-2
CN(C)CCNC(=O)c1ccccc1-c1ccccc1	-8	-1	0.9	2	-2	1.3	10	-17	-12
Cc1cc(C(=O)CSc2nnc(-c3ccncc3)n2-c2ccccc2)c(C)n1C	-4	7	1.4	-2	-2	1.1	13	3	19
COC(=O)c1nc2n(n1)C(c1ccc(OC)c(OC)c1)C(C(=O)OC1CCCCC1)=C(C)N2 (stereo unspecified)	-2	2	1.4	-2	-5	nt	4	-16	0
Cc1ccc(C(=O)O)cc1NC(=O)c1cccs1	-6	-2	nt	6	-13	1	6	7	-7
Cc1ccc(C)n1-c1ccc(N2CCOCC2)c(Br)c1	0	3	1.1	-5	-7	1.1	0	-15	8

Some of these compounds in order of the PLAP activator value, low to high:
SMILES	S1P2 agonist	FAK inh	PLAP activator	EphB4 ephrin blk	PLK1 inh	MT1-MMP txn act	Rev-RRE block	S1P2 blocker	Plk1 PBD FP
Cc1cccc(N/C=C/C(=C(C#N)C#N)N(C)C)c1	-7	2	0.8	-1	-9	nt	2	1	-10
CCc1ccc(NCCC(=O)c2ccc(Br)cc2)cc1	0	-3	0.9	-8	-8	nt	2	-7	-27
O=C(Nc1cc(C(=O)N2CCCC2)ccc1N1CCCC1)c1ccccc1F	-5	0	1.1	-1	-13	1.2	2	-12	16
COc1cccc(CN2CCN(Cc3cc(OC)c(OC)cc3[N+](=O)[O-])CC2)c1	-5	-2	1.4	0	-5	nt	4	13	-29
Cc1noc(C)c1COc1ccc(C(=O)OCC(=O)N2c3ccccc3NC(=O)C2(C)C)cc1	-6	3	1.8	7	2	1.3	3	8	-32

Continued.
SMILES	S1P2 agonist	FAK inh	PLAP activator	EphB4 ephrin blk	PLK1 inh	MT1-MMP txn act	Rev-RRE block	S1P2 blocker	Plk1 PBD FP
COC(=O)C(C)N1C(=O)S/C(=C/c2cc(C)n(C(C)C)c2C)C1=O (stereo unspecified)	-5	-4	1.3	-1	-6	nt	-1	-1	-9
COCCCn1c(CCC(=O)O)ccc1-c1ccc(F)cc1	-3	-1	1.4	2	-1	1.2	7	15	17
CCCCCCCOC(=O)c1ccc(OC(=O)c2cccnc2)cc1	-1	1	1.4	-5	-44	1.6	2	-38	-16
C=CCN(c1ccc(C(=O)N2CCCC2)cc1)S(C)(=O)=O	-1	1	1.4	5	-5	nt	9	4	1
COc1cccc(/C=C/C(=O)c2ccc[nH]2)c1	-2	4	0.8	-1	-5	1.9	3	-23	-14
Cc1cc(S(=O)(=O)N2CCCC2)c(C)s1	-14	3	1	-4	-6	1.2	1	-20	-33
CCc1ccc(Nc2nnc(SCc3cc(=O)n4ccsc4n3)s2)cc1	-5	5	1	0	3	1.1	8	-20	7
COc1cc(C(=O)Nc2cnc(NC(=O)C(C)C)cc2C)cc(OC)c1OC	-8	-1	nt	11	2	1.5	8	8	-3
O=C(Nc1cccc(S(=O)(=O)N2CCOCC2)c1)c1cc2c(s1)CCC2	-1	0	1.7	-1	-10	1.4	7	3	-16
CCOC(=O)C1CCCN(C2CC(=O)N(c3cccc(C)c3)C2=O)C1 (stereo unspecified)	-6	3	1.1	-3	-3	1	5	13	-2
CCSc1nc(-c2ccco2)ccc1C#N	-6	13	1.2	9	-6	1	14	-10	2
CCNC(=S)N1CCC(NC(=O)C2CCCCC2)CC1	-6	1	1.2	3	-3	1.1	8	26	13
COCCNC(=O)c1cc2c(=O)n3cccc(C)c3nc2n(Cc2ccncc2)c1=N	11	-4	1.2	-7	-16	0.9	3	-7	-8
Cc1cc(=O)[nH]c(/N=C(\N)Nc2cccc3ccccc23)n1	1	-1	0.8	-5	2	1.1	3	-15	-14
COc1ccc(N(CC(=O)NCc2ccc3c(c2)OCO3)S(C)(=O)=O)cc1OC	0	2	0.9	-3	-7	1.1	7	2	1
O=S(=O)(c1ccccc1)N1CCN(Cc2cccc(Cl)c2)CC1	-6	-2	0.8	3	5	1.1	4	-3	-13
CCOC(=O)N1CCC(NC(=O)C2CCN(C(=O)N3CC(C)Oc4ccc(C)cc43)CC2)CC1 (stereo unspecified)	0	-1	1.8	4	-4	nt	4	-20	-17
Cc1occc1C(=O)NNC(=O)c1ccc(F)cc1	-4	0	0.9	2	-10	nt	8	17	-23
Cc1ccc(N(CC(=O)NC2CCC(C)CC2)S(=O)(=O)c2cccnc2)cc1 (stereo unspecified)	1	2	1.5	-3	-3	1.2	7	-15	-25
O=C(Nc1cc(C(F)(F)F)ccc1N1CCOCC1)c1ccc2ccccc2n1	-2	5	1.2	4	-7	1.5	24	-30	14
Clc1ccc(OCCn2c(-c3ccco3)nc3ccccc32)cc1	0	1	1.5	-4	0	1.1	14	-22	-18
CCOC(=O)CSc1nnc(Cn2nnc(-c3ccccc3)n2)n1C	-6	-1	1	-2	-8	1.2	7	3	13
Cc1ccc(N2C(=O)N(CC(=O)N3CCCc4ccccc43)C(=O)C2C)cc1 (stereo unspecified)	-3	-5	1	3	-11	1.2	7	17	-30
CCN1CCN(CCCNC(=O)c2cc3cc4ccc(OC)cc4nc3o2)CC1	-4	-1	1.5	7	-4	1.2	0	-15	-3
O=C(N/N=C\c1ccccn1)C1COc2cc3ccccc3cc2O1 (stereo unspecified)	0	-2	2*	10	-3	nt	4	-15	7

Carrying on:
SMILES	S1P2 agonist	FAK inh	PLAP activator	EphB4 ephrin blk	PLK1 inh	MT1-MMP txn act	Rev-RRE block	S1P2 blocker	Plk1 PBD FP
O=C(c1cccs1)N(Cc1nc2sc3c(c2c(=O)[nH]1)CCCC3)C1CCCC1	-6	2	1.6	-5	-2	1.5	7	21	-8
CCCCC(CCC(=O)Nc1ccccc1C(=O)OCC)C(=O)O (stereo unspecified)	-4	3	1.3	1	-12	1.2	1	13	-2
CCCc1cc(=O)oc2cc(OCc3cc(OC)c(OC)c(OC)c3)c(Cl)cc12	-6	-5	0.9	0	-1	nt	3	13	-30
Cc1nc(N2CCc3ccccc3C2)[nH]c(=O)c1CCC(C)C	-1	1	0.9	2	3	1.4	4	-7	-29
Cc1ccccc1C(=O)N1CCN(c2ccc(NC(=O)CSc3ccc(Cl)cc3)cc2)CC1	-9	-2	1.3	-7	-8	nt	-2	16	1
Cn1c(N)c(C(=O)NCc2ccccc2Cl)sc1=S	-6	3	1.1	2	-10	1.1	1	2	19
Cc1cc(NC(=O)CSC2=Nc3ccccc3C3=NC(Cc4ccccc4)C(=O)N23)n[nH]1 (stereo unspecified)	-4	5	1.6	1	33	1.1	7	27	13
O=C(NCCc1ccccc1)/C(=C\c1ccc([N+](=O)[O-])cc1)NC(=O)c1ccccc1	-7	-4	1	-16	-8	nt	-4	17	55*
CCCOC(=O)C1[C@H]2C(=O)N(Cc3ccco3)C[C@]23C=C[C@H]1O3 (stereo partly specified)	-9	0	1.6	-7	-13	1.2	1	8	-29
CCOC(=O)c1oc2cccc(OC(C)=O)c2c1C	-4	0	1.2	-2	5	1.7	5	5	0
CCCC(=O)NC(Nc1cc(C(F)(F)F)ccc1Cl)C(Cl)(Cl)Cl (stereo unspecified)	-6	6	1	3	-6	nt	15	16	-6
O=C(N1CCOCC1)C(F)(F)C(F)(F)C(F)(F)C(F)(F)C(=O)N1CCOCC1	-4	-4	1	-1	-17	1.1	-1	9	15
Nn1cnc2sc3c(c2c1=O)CCC3	-4	2	0.9	0	-5	1.3	3	0	-3
Cc1sc(NC(=O)C2CCCCC2)c(C#N)c1-c1ccccc1	-5	-14	1	2	-8	nt	13	-10	-18
N#CCCCN1C(=O)C(O)(CC(=O)c2ccc3c(c2)OCCO3)c2ccccc21 (stereo unspecified)	0	-1	1	0	-13	1.1	1	8	-7
Clc1ccc(Oc2cnns2)cc1Cl	-5	-1	0.8	2	-1	1.1	2	-14	12
CC(C)(C)OC(=O)N1CCN(c2ccc(CNC(=O)c3ccc(Cl)cc3)cc2)CC1	-1	-3	1.2	-3	-7	nt	-3	2	4
Cc1cc(NC(=O)C(C)C)ncc1NC(=O)Cc1ccccc1	-3	4	1	-2	-22	1.3	-2	12	3
COc1ccc(C2=NN3C(C2)c2ccccc2OC32C(=O)N(C)c3ccccc32)cc1 (stereo unspecified)	-5	-2	1.1	-7	-12	nt	7	-15	3
CC1CCCC(C)N1C(=O)CSc1nc2ccccc2s1 (stereo unspecified)	-8	1	1.5	3	-10	1.9	6	15	3
Cc1occc(=O)c1OC(=O)Nc1ccccc1	-4	0	1.1	-1	-3	1.3	10	16	-12
CCOc1cc(/C=N/NC(N)=S)cc(Br)c1OCc1ccccc1C	-14	0	1.2	2	-5	nt	2	-1	13
C/C=C/c1ccc(OCCCNC2CCCC2)c(OC)c1	-3	2	1.1	1	-15	1.1	-3	-3	-3
CCOc1cc(-c2nc(-c3ccc(OC)cc3)no2)cc(OCC)c1OCC	-6	-3	1	-4	-10	1.2	4	6	-41
Cc1nc2ccccc2c(=O)n1CCN1CCOCC1	-5	-1	0.9	10	-18	1.1	5	5	-15
C=CCc1ccccc1OCC(O)CN1CCN(C(=O)OCC)CC1 (stereo unspecified)	-5	-2	1.5	-3	-13	1	1	-9	-20
CCOc1ccc(-n2cc(C(=O)NCc3ccco3)c3cc(OC)c(OC)cc3c2=O)cc1	-4	3	0.9	0	-10	1.1	-6	13	-26

Screening results as filed in PubChem BioAssay.
